# High-throughput results deposited in PubChem BioAssay by several laboratories.
# SR-BI uptake up: activators of SR-BI mediated DiI-HDL uptake, primary screen, ldlA[mSR-BI] CHO cells, DiI fluorescence | activation, % at 12.5 µM | 0.096% of 320,000 active | AID 504775, 2011 | 3 h; 100 = double the neutral-control signal;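 active = mean replicate activation of at least 60% and every replicate at or above 60%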;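 also: 0% = median plate neutral-control signal and 100% = twice that signal; values of inactives mirror those of a sister screen read the other way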
#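 Assay system: LDL receptor-deficient CHO ldlA cells overexpressing murine SR-BI / Medium: BSA-supplemented, HEPES-buffered Ham's F12, pH 7.4 / Probe or stimulus: DiI-labelled HDL at 10 µg/mL final / Timing: compound with DiI-HDL co-incubation, 3 h at 37 °C / Technique: bottom-read cell fluorescence after medium removal, ex 550/em 595 nm / Measure: HDL uptake via cellular fluorescence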
# CAL PDZ FP-1: untagged CAL PDZ binding inhibitors, primary screen, biochemical, fluorescence polarization, HTS; inhibition, % at 24.9 µM; AID 602252, 2012; purified CAL PDZ, TMR-peptide fluorescence polarization, 1 h; 0.92% of 300,000 active;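 active = mean inhibition of at least 30% with at least half of replicates also reaching 30%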;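 also: 0% = DMSO neutral control and 100% = excess unlabeled competitor peptide PRC23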
# Keap1 Nrf2 FP: Keap1-Nrf2 protein-protein interaction inhibitors, primary screen, biochemical, fluorescence polarization, single point. Keap1 Kelch-Nrf2 peptide fluorescence polarization, 1536-well. inhibition, % at 9.4 µM. 0.15% of 340,000 active. AID 504523, 2011; in the data active = inhibition above about 12%;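 also: human Keap1 Kelch domain with fluorescein labeled Nrf2 9mer peptide probe; 0% = neutral control wells and 100% = peptide positive control; higher means more block of Keap1 binding to Nrf2 peptide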
# DAGLB inhibitor: DAGLB lipase inhibitors, primary screen, biochemical, fluorescence, HTS; inhibition, % at 5.17 µM; 0.059% of 340,000 active; AID 504411, 2011; Diacylglycerol lipase-beta (Homo sapiens), Q8NCG7; HEK293T DAGLB membrane lysate, EnzChek fluorogenic substrate; in the data active = inhibition above about 34%;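 also: 0% = enzyme with vehicle and 100% = wells lacking enzyme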
# Target sequence (Q8NCG7 whole entry, looked up): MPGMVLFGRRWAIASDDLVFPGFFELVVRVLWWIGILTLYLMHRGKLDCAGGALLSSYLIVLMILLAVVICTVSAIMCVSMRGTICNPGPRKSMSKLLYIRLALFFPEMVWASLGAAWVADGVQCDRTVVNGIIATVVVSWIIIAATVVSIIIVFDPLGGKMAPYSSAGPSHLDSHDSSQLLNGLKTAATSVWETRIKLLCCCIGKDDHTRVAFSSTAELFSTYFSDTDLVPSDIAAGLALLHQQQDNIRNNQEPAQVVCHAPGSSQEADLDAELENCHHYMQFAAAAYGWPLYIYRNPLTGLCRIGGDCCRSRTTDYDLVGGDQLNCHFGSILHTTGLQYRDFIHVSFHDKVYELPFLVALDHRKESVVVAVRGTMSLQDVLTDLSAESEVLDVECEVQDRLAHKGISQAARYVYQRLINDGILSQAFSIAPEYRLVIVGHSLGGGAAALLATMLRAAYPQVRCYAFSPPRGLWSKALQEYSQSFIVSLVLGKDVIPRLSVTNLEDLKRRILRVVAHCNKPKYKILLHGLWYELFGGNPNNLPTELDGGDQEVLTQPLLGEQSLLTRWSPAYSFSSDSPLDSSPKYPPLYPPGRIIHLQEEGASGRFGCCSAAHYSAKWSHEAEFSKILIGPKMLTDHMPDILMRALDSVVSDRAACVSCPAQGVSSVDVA
# C-LANA FP: inhibitors of KSHV C-LANA binding to DNA, primary screen, biochemical, fluorescence polarization, FAM-LBS DNA, MBP-C-LANA, single point; inhibition, % at 9 µM; 0.078% of 340,000 active; AID 504423, 2011;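 active = highest replicate inhibition at or above 60% at 9 µM, even if other replicates fall short; inactive = all replicates below 60% inhibition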;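 also: 0% = neutral control wells and 100% = 4 µM acridine orange control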
# CAL PDZ FP-2: CAL PDZ peptide-binding inhibitors, primary screen, biochemical, fluorescence polarization, Cer-tagged CAL PDZ, HTS | purified CAL PDZ, TMR-peptide fluorescence polarization, 1 h | 0.02% of 330,000 active | AID 504414, 2011 | inhibition, % at 20 µM | Golgi-associated PDZ and coiled-coil motif-containing protein (Homo sapiens), Q9HD26;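 active = highest replicate inhibition of at least 40%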;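 also: plate controls were DMSO neutral control wells for no effect and unlabeled competitor peptide control wells for full effect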
#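 Material: tagged CAL PDZ domain; buffer or medium: 25 mM sodium phosphate pH 7.4, 150 mM NaCl, TCEP, IgG, Thesit; compound dosing: single point, 20 µM; schedule: 1 h incubation at room temperature before polarization reading; measured by: FP readout, S and P plane fluorescence; read-out basis: percent inhibition from loss of millipolarization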
# PKA-R2B activ: activators of PKA-R2B holoenzyme, primary screen, biochemical, fluorescence polarization, Cy5-IP20, human. PKA-R2B holoenzyme dissociation; R2B truncated from residue 108, S112A mutant; 0% DMSO only, 100% 113 µM cGMP. AID 504700, 2011. cAMP-dependent protein kinase catalytic subunit beta (Homo sapiens) + cAMP-dependent …. 0.079% of 340,000 active. activation, % at 11.4 µM;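 active = activation above a cutoff set at the mean over all compounds plus 3 SD, cut at about 18% in these data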;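 also: higher means more holoenzyme dissociation and a rise in polarization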
# Target sequence (P31323 whole entry, looked up, other chains not shown, the tested form may be a part): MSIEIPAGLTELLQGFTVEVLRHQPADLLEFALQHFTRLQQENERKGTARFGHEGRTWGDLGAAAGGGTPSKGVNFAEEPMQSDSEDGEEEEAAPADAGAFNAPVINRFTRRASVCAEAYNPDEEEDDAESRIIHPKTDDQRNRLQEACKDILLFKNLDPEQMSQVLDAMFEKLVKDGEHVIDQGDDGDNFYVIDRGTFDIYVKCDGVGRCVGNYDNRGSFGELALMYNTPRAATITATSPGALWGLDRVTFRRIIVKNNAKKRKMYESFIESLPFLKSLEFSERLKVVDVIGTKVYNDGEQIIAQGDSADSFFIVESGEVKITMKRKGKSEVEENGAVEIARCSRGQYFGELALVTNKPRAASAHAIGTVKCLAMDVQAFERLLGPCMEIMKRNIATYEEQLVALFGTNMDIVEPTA
# Rtt109 Vps75: inhibitors of C. albicans Rtt109/Vps75 HAT, primary screen, biochemical, ThioGlo CoA-SH fluorescence, plate reader; Histone acetyltransferase RTT109 (Candida albicans (strain SC5314 / ATCC MYA-2876)), …; purified Rtt109/Vps75, 4 h; 0.16% of 330,000 active; inhibition, % at 34.9 µM;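 active = inhibition of at least 50% in every replicate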
# RTF Ca sens inh: cardiac RTF calcium sensitivity inhibitors, primary screen, biochemical, IANBD-TnC fluorescence, EC70 calcium | Troponin I, cardiac muscle (Homo sapiens) + Troponin T, cardiac muscle (Homo sapiens) + … | 0.12% of 340,000 active | IANBD-labeled cardiac RTF, Ca2+ fluorescence | inhibition, % at 7.15 µM;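 active = inhibition above the mean inhibition of all tested compounds plus 3 SD, cut at about 17% in these data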;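 also: assay run at fixed EC70 calcium of 1.6 mM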
# RTF Ca sens act: cardiac RTF calcium sensitivity activators, primary screen, biochemical, IANBD-TnC fluorescence, EC20 calcium. IANBD-labeled TnC RTF fluorescence at EC20 calcium; 0% EC20 calcium, 100% full calcium. activation, % at 7.2 µM. 0.24% of 340,000 active. AID 493008, 2010;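 active = activation above the mean over all tested compounds plus 3 SD, cut at about 30% in these data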;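 also: rise in fluorescence read as greater calcium sensitivity of cardiac thin filaments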
# Numbers without * were called inactive; / = no result given.
SMILES,SR-BI uptake up,CAL PDZ FP-1,Keap1 Nrf2 FP,DAGLB inhibitor,C-LANA FP,CAL PDZ FP-2,PKA-R2B activ,Rtt109 Vps75,RTF Ca sens inh,RTF Ca sens act
COc1cc(Nc2c3c(nc4ccccc24)CCCC3)cc(OC)c1OC,-24,-22,4,3,0.0,-1.4,-11,4,-2,5
O=C(CSc1ncn[nH]1)OCN1C(=O)c2ccccc2C1=O,2,/,-2,-1,0.6,-0.7,5,7,-4,-2
CN(CC(=O)Nc1ccccc1Br)C(=O)c1ccccc1OCc1ccc(F)cc1,-27,/,2,-4,-1.4,-1.3,4,4,-5,5
O=C1c2ccccc2NC(c2cccc(O)c2)N1Cc1ccco1 (stereo unspecified),-2,-1,-5,1,1.7,-0.8,-1,-15,-9,1
CC(C)=C(NC(=O)c1ccccc1)C(=O)NCCc1nc2ccccc2[nH]1,-6,38*,2,2,-1.2,-0.3,-7,-3,-3,0
Cc1ncc(CSc2nnnn2-c2ccccc2)c(N)n1,1,0,2,-1,0.1,-0.7,4,5,-4,-2
COc1cccc(N2CC(O)=C(c3nc4ccccc4c(=O)[nH]3)C2=N)c1,-56,2,1,0,0.0,-3.0,-3,31,-7,3
CN(CC(=O)NCCc1ccccc1)S(=O)(=O)c1cccs1,-1,/,-2,-3,1.4,-1.6,-15,-6,-2,0
CC(C)c1ccc(NC(=O)C2C3C=CC4(O3)C2C(=O)N(CCCN2CCCCC2)C4C(=O)NC2CCCCC2)cc1 (stereo unspecified),/,-3,0,0,-0.3,-1.0,-4,14,-9,-6
Nc1nc2n(n1)C(c1ccco1)CC(c1ccccc1)N2 (stereo unspecified),32,-6,-3,-1,0.7,-0.3,0,1,-2,3
CCOc1ccc(NC(=O)c2sc3nc(N4CCOCC4)c4c(c3c2N)CC(C)(C)OC4)cc1,-20,2,2,-1,0.3,-1.8,-9,3,-3,2
CCc1nnc(NS(=O)(=O)c2ccc(NC(=O)COc3ccc4ccccc4c3)cc2)s1,16,0,-3,0,-0.1,-1.4,6,1,-4,-4
Cc1onc(-c2ccccc2)c1C(=O)N1CCN(C(=O)c2ccco2)CC1,33,-4,-5,3,-0.9,-0.9,2,-2,1,10
Cc1ccnc2nc(C(=O)OCC(=O)c3ccc(Cl)cc3)nn12,15,-1,2,2,-0.7,0.0,4,-6,6,1
COc1ccc(C(=O)NNC(=O)C2(C)CC2(Br)Br)cc1 (stereo unspecified),26,-3,-5,-4,-1.0,0.2,-1,-7,-4,-3
CCCn1cnc2scc(-c3ccc(C)cc3)c2c1=O,-22,-9,-2,1,0.4,-2.7,-9,-1,5,-3
CC(C)(Cc1ccc(O)cc1)NC(=O)c1ccccc1,5,11,-2,1,-2.6,-1.1,0,5,1,-2
COc1ccc(NC(=O)CSc2nc3ccccc3c(=O)n2CCCN2CCOCC2)c(OC)c1,-34,0,-4,-1,-0.8,-2.2,-7,2,-3,-1
O=C(Nc1nnc(SCC(=O)N2CCCCC2)s1)c1cccs1,21,-2,-4,3,-1.6,-0.9,1,-13,-7,-3
CCN(CC(=O)NCc1ccc(Cl)cc1)C(=O)c1ccc2cc(OC)ccc2c1,-20,/,0,-2,-0.4,-1.0,-10,-2,-7,-2

# Complete entries, quoted from the list.
# CN(CC(=O)Nc1ccccc1Br)C(=O)c1ccccc1OCc1ccc(F)cc1 is listed as SR-BI uptake up = -27; CAL PDZ FP-1 = /; Keap1 Nrf2 FP = 2; DAGLB inhibitor = -4; C-LANA FP = -1.4; CAL PDZ FP-2 = -1.3; PKA-R2B activ = 4; Rtt109 Vps75 = 4; RTF Ca sens inh = -5; RTF Ca sens act = 5
# CN(CC(=O)NCCc1ccccc1)S(=O)(=O)c1cccs1 is listed as SR-BI uptake up = -1; CAL PDZ FP-1 = /; Keap1 Nrf2 FP = -2; DAGLB inhibitor = -3; C-LANA FP = 1.4; CAL PDZ FP-2 = -1.6; PKA-R2B activ = -15; Rtt109 Vps75 = -6; RTF Ca sens inh = -2; RTF Ca sens act = 0
# CCCn1cnc2scc(-c3ccc(C)cc3)c2c1=O is listed as SR-BI uptake up = -22; CAL PDZ FP-1 = -9; Keap1 Nrf2 FP = -2; DAGLB inhibitor = 1; C-LANA FP = 0.4; CAL PDZ FP-2 = -2.7; PKA-R2B activ = -9; Rtt109 Vps75 = -1; RTF Ca sens inh = 5; RTF Ca sens act = -3

# Remaining list, next part.
SMILES,SR-BI uptake up,CAL PDZ FP-1,Keap1 Nrf2 FP,DAGLB inhibitor,C-LANA FP,CAL PDZ FP-2,PKA-R2B activ,Rtt109 Vps75,RTF Ca sens inh,RTF Ca sens act
CCOc1ccccc1/C=N/N1CCN(Cc2ccccc2)CC1,-5,0,-1,-8,/,-0.5,-7,8,-3,-3
C=CCn1nc2ccccc2c1OC,14,-2,-7,0,-0.7,-0.7,6,-9,-6,11
Cn1nc(CC(=O)NCCN2C(=O)CSC2=O)c2ccccc2c1=O,12,-1,-5,1,-0.7,-2.0,-9,8,-5,-2
Cc1cccc(NC(=O)C2(c3ccccc3)CCOCC2)c1,7,-5,2,-2,-1.8,/,1,-2,3,-1
COc1cc(C2/C(=C(\O)c3ccc4c(c3)CC(C)O4)C(=O)C(=O)N2CCCn2ccnc2)ccc1O (stereo unspecified),4,-3,-2,-3,-1.5,0.6,4,12,-7,0
Cn1cc(Cl)c(C(=O)N/N=C/c2ccc(OS(=O)(=O)c3ccccc3)cc2)n1,-42,-1,1,1,-0.8,-2.9,-2,-11,-9,4
COc1cc2c(cc1OC)CN(S(=O)(=O)c1ccc3c(c1)OCCO3)CC2,-32,-2,-7,-1,-0.8,-2.0,2,/,1,-1
CN(CC(=O)Nc1cccc(F)c1)C(=O)c1ccc(N2CCCCC2)c([N+](=O)[O-])c1,-14,/,4,16,0.1,0.7,0,-8,3,-19
COc1ccc(NC(=O)Nc2cccc3c2O[C@H](CN(C)S(=O)(=O)c2ccccc2)[C@@H](C)CN([C@H](C)CO)C3=O)cc1,-4,1,-2,0,0.3,0.7,-2,1,-1,10
CC1(C)CC(=O)/C(=C(\O)Cc2ccccc2)C(=NCCCCCC(=O)O)C1,30,2,-2,2,1.0,0.4,7,-2,-13,-1
CCC1(CC)Cc2ccccc2C(N)=C1C#N,-13,1,4,2,-1.8,-0.7,4,4,1,2
O=C(CSc1nc2[nH]ncc2c(=O)n1-c1ccccc1Br)NCc1ccco1,27,-3,-6,0,-0.2,0.1,1,-12,-5,-10
Cc1ccc(NC(=O)NNC(=O)Cn2nc(-c3ccccc3)c(-c3ccccc3)c(C#N)c2=O)cc1,1,-7,1,-1,-0.4,0.0,-12,32,2,-1
COc1cc(SC)ccc1C(=O)NCCOc1ccccc1Cl,-48,-8,0,-17,0.8,-2.2,1,-10,-10,4
CCOC(=O)Cc1csc(NC(=O)c2cc(=O)c3ccccc3o2)n1,-1,-6,-1,3,-0.2,-1.0,7,/,-2,2
O=C(N/N=C/C=C/c1ccco1)C(O)c1ccccc1 (stereo unspecified),35,1,-5,0,2.5,-2.8,8,4,-8,-10
COc1ccc(NC(=O)Cn2cnc3sc(C)c(S(=O)(=O)N4CCN(C)CC4)c3c2=O)cc1OC,7,-4,-5,0,-1.9,/,-3,0,-6,1
CCN(CC)CCCNC(=O)c1ccc2c(Cl)c3c(nc2c1)CCCC3,3,-4,-3,1,-1.4,-4.4,-7,16,12,-3
COc1ccc(/C=C2\N=C(SC)N(C)C2=O)cc1,-24,-6,0,-4,-0.4,/,-19,-7,-5,-2
COC(=O)c1sccc1NC(=O)Nc1cccc(Cl)c1Cl,-36,-2,-4,-1,1.6,-1.1,1,-11,5,4
COC(=O)c1ccccc1NC(=O)CN(c1cc(OC)ccc1OC)S(C)(=O)=O,3,-3,-4,1,0.6,-0.4,-3,-28,-2,-1
CCOc1cc(/C=C2\SC(=O)N(c3ccc(O)cc3)C2=O)ccc1O,/,6,-3,-2,-2.2,-1.5,-8,0,-11,4
CCOC(=O)C1CCN(CC(O)COc2ccc(S(=O)(=O)N3CCCC3)cc2[N+](=O)[O-])CC1 (stereo unspecified),10,-1,-8,0,-0.2,-1.7,-5,2,-25,-1
CC(C)=CCN1CCN(Cc2cn(C(C)C)c3ccccc23)CC1CCO (stereo unspecified),-3,-1,-3,-13,-0.2,-0.5,9,5,-3,1
COC(=O)[C@H]1Cc2c([nH]c3ccccc23)[C@H](c2ccccc2)N1,/,-2,-2,1,-1.5,0.4,8,-8,-10,8
Cc1cc(C(=O)CN2C(=O)C(=O)N(Cc3ccccc3)C2=O)c(C)n1-c1ccc2c(c1)OCCO2,-35,5,-5,-5,0.0,-1.3,4,2,-5,4
COc1ccc(-c2[nH]ncc2C=O)cc1,-14,-1,-1,-1,0.7,-0.2,-7,1,-2,1
Cc1c(C(=O)OCC(=O)N2CCCCC2C)oc2ccccc12 (stereo unspecified),-39,-3,-5,0,-1.7,-1.6,0,4,-6,1

# 2 entries from above, with values under each structure:
# Below each SMILES: SR-BI uptake up | CAL PDZ FP-1 | Keap1 Nrf2 FP | DAGLB inhibitor | C-LANA FP | CAL PDZ FP-2 | PKA-R2B activ | Rtt109 Vps75 | RTF Ca sens inh | RTF Ca sens act
> CCOC(=O)C1CCN(CC(O)COc2ccc(S(=O)(=O)N3CCCC3)cc2[N+](=O)[O-])CC1 (stereo unspecified)
    10 | -1 | -8 | 0 | -0.2 | -1.7 | -5 | 2 | -25 | -1
> CCOc1cc(/C=C2\SC(=O)N(c3ccc(O)cc3)C2=O)ccc1O
    / | 6 | -3 | -2 | -2.2 | -1.5 | -8 | 0 | -11 | 4
